Screens from PubChem.
TTR transcr act = increases transthyretin transcription. activation, % at 16.7 µM. SH-SY5Y TTR promoter Gaussia luciferase, luminescence; 100% = recombinant luciferase protein wells. hit rate 1.3% among 92,000. AID 1117267;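 active = activation above the mean of all tested compounds plus 3 SD, cut at about 9.5% in these data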;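 note: cells exposed to compounds for one day before reading; 0% = median of all test compound wells on the plate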
The depositor's hits bear a star.

The first 5 entries (preview)
SMILES	TTR transcr act
COc1cc(C(=O)N2CCC(n3c(C)nc4cc(F)ccc43)CC2)cc(OC)c1OC	0.9
CCN(CC)c1nc(OC)nc(-n2nnc(C(C)=O)c2C)n1	3.6
COc1ccc2c(c1OC)C(=O)OC2Nc1nc(-c2ccc([N+](=O)[O-])cc2)cs1 (stereo not given)	0.3
NS(=O)(=O)c1ccc(CCNC(=O)CCCC2=NS(=O)(=O)c3ccccc3N2)cc1	2.2
Cc1cc(C)c(S(=O)(=O)NCC(=O)NCc2cc(=O)n(C)c(=O)n2C)c(C)c1	-0.1

The list itself (from the top)
SMILES	TTR transcr act
COc1cc(C(=O)N2CCC(n3c(C)nc4cc(F)ccc43)CC2)cc(OC)c1OC	0.9
CCN(CC)c1nc(OC)nc(-n2nnc(C(C)=O)c2C)n1	3.6
COc1ccc2c(c1OC)C(=O)OC2Nc1nc(-c2ccc([N+](=O)[O-])cc2)cs1 (stereo not given)	0.3
NS(=O)(=O)c1ccc(CCNC(=O)CCCC2=NS(=O)(=O)c3ccccc3N2)cc1	2.2
Cc1cc(C)c(S(=O)(=O)NCC(=O)NCc2cc(=O)n(C)c(=O)n2C)c(C)c1	-0.1
Cc1ccc(C)c(/C(O)=C2\C(=O)C(=O)N(Cc3cccnc3)C2c2cccnc2)c1 (stereo not given)	-0.4
CC(NCC(O)COCc1cccs1)C1CC2CCC1C2 (stereo not given)	-0.9
CC(C)c1onc(C(=O)NC(C)c2ccccc2)c1[N+](=O)[O-] (stereo not given)	1.4
O=C(CSc1nc(-c2ccco2)cc(C(F)(F)F)n1)Nc1ccc(C(=O)N2CCCCC2)cc1	-1.2
O=C(NNC(=O)C1C2CCCCC21)c1coc(=O)c(Br)c1 (stereo not given)	3.3
NCCCn1c(C(=O)c2ccc(Cl)cc2)c2ccc([N+](=O)[O-])cc2[n+]1[O-]	5.7
CN(C)C(CNC(=O)CNC(=O)Cc1cccc2ccccc12)c1ccccc1 (stereo not given)	0.1
CCOC(=O)CNC(=O)CCc1nnc2ccc(N3CCC(C)CC3)nn12	-1.2
CC(C)CC(NC(=O)C1CCC(C)CC1)C(=O)NCCN1CCOCC1 (stereo not given)	-0.7
C[C@@H](N)P(=O)(O)C[C@H](Cc1ccccc1)C(=O)O	4.3
CN(C)S(=O)(=O)c1cccc(C(=O)N(Cc2ccc(F)cc2)Cc2ccco2)c1	-0.1
CCOC(=O)C1CCN(c2cc(=O)n(-c3ccc(OC)cc3)c(=O)[nH]2)CC1	-0.7
Cc1cc(C)c(C)c(C(=O)C(=O)c2ccccc2)c1	2.8
C[C@@H](NC(=O)c1[nH]cnc1C(=O)Nc1ccc(Cl)cc1)c1ccccc1	-3.4
C=CCOc1ccc(S(C)(=O)=O)cc1	0.5
CC1CC(C)(C)NCc2ccccc21 (stereo not given)	6.3
COc1ccc(OCc2cc(C(=O)NCCN3CCCc4ccccc43)no2)c(Cl)c1	-1.2
COc1ccc(S(=O)(=O)Nc2ccc3c(c2)OCCO3)cc1OC	2.0
COc1cccc(CNc2ncnc3cc(OC)c(OC)cc23)c1	4.1
O=C(Nc1cccc2c1CCCC2)c1ccccc1Br	2.2
SMILES	TTR transcr act
COc1ccc(C(=O)Nc2ccc(C3=NNC(=O)CC3C)cc2NC(=O)c2ccc(OC)cc2)cc1 (stereo not given)	-2.2
COc1ccc(CNC(=O)Nc2cccs2)cc1OC	0.0
O=S(=O)([N-]c1nc2ccccc2nc1-n1cc[n+](Cc2ccccc2)c1)c1ccccc1	1.8
CCn1c(CNC(=O)c2ccc(OC)cc2)nnc1SC	8.4
C#CCOCCOCCOCCNc1nc(N2CCN(C(=O)C(Cc3ccc(O)cc3)n3cc(C(N)CC(C)C)nn3)CC2)nc(N2CCN(C(=O)C(Cc3ccc(O)cc3)n3cc(C(N)C(C)CC)nn3)CC2)n1 (stereo not given)	0.8
N#C/C(=C\c1cccn1S(=O)(=O)c1cccc([N+](=O)[O-])c1)S(=O)(=O)c1ccc(F)cc1	2.6
COCCCNC(=S)NNC(=O)Cn1nc(C)c(Br)c1C	1.5
CCn1ccc(C(=O)N2CCN(c3ncccn3)CC2)n1	-0.8
CCCN(N=Nc1cccc([N+](=O)[O-])c1)c1cccc([N+](=O)[O-])c1	-1.6
NCc1csc(Nc2nncc3ccccc23)n1	0.3
Brc1ccccc1OCCCCn1cnc2ccccc21	-4.0
COc1cc(OC)c(NC(=O)C2CCCN2C(=O)OCc2ccccc2)cc1Cl (stereo not given)	1.7
COc1cccc(-c2nnc(NC(=O)C3CCCCC3)o2)c1	3.9
Cc1ccc(OCc2nnc(SCC(=O)N3c4ccccc4Sc4ccc(Cl)cc43)o2)cc1	0.1
O=C(NCc1ccc(Cl)cc1)c1cc2c(nc3sccn32)s1	3.8
C=CCc1ccccc1OCC(O)CN1C(=O)c2ccccc2C1=O (stereo not given)	-1.9
C/C(=N\NC(=S)NCc1ccccc1)c1ccc(Cl)s1	-0.3
COc1ccc(C(=O)C(OC(=O)CNC(=O)c2ccco2)c2ccccc2)cc1 (stereo not given)	5.4
Cc1nnc2c(Oc3ccccc3)nc3ccccc3n12	0.3
COc1ccc(NC(=O)C2OC3OC(C)(C)OC3C3OC(C)(C)OC23)cc1 (stereo not given)	0.1
COc1ccc(C2CC(=O)c3c(O)cc(O)cc3O2)cc1O (stereo not given)	-1.2
COC(=O)c1ccccc1C(=O)N(c1ccccc1)c1ccccc1	-2.3
NC(=O)CC(NC(=O)Cc1cccc2ccccc12)c1ccc(NC2CCC2)c([N+](=O)[O-])c1 (stereo not given)	5.4
COc1ccc(OC)c(Nc2nc(N)nc(CCl)n2)c1	-0.4
CCOC(=O)c1c(NC(=O)C2C3CCC(O3)C2C(=O)O)sc(C)c1-c1ccc(F)cc1 (stereo not given)	-9.4
SMILES	TTR transcr act
CCOC(=O)Cc1csc(SCC(=O)N2CCN(c3ccc(OC)cc3)CC2)n1	-0.1
Cc1ccc(NC(=S)NC(=O)c2ccc(-c3ccc(Cl)cc3)o2)c(O)c1	1.1
CC1CCN(C(=O)c2[nH]cnc2C(=O)NC2CCN(C(=O)OC(C)(C)C)CC2)CC1	2.1
O=C(OCC(=O)N1CCN(C(=O)COC(=O)c2ccncc2)CC1)c1ccncc1	-0.3
O=C(NC(=S)Nc1cccnc1Cl)c1ccco1	4.5
COc1ccc(-c2ccc(/C=N/NC(=O)c3cccnc3)o2)c([N+](=O)[O-])c1	-0.4
Cc1noc(C)c1-c1nc(CSc2ccccc2)no1	-0.6
CCN(CC(=O)Nc1ccc(NC(C)=O)cc1)C(=O)CCN1C(=O)c2cccc([N+](=O)[O-])c2C1=O	0.1
CCC(=O)N(C)C[C@H]1Oc2cc(-c3ccccc3F)ccc2S(=O)(=O)N([C@H](C)CO)C[C@H]1C	-2.0
CC(=O)NCCNC(=O)C1(C)Cc2c(-c3cccc(C(F)(F)F)c3)ccnc2O1 (stereo not given)	0.9
COCCCNC(=O)c1ccc([N+](=O)[O-])cc1	-2.2
CS(=O)(=O)c1ccc(Cl)c(NC(=O)CCNC(=O)c2ccco2)c1	1.9
O=C(CSc1nnc2ccc(-c3ccc(F)cc3)nn12)N1CCCC1	3.5
CN(C)c1ccc(/C=N/NC(=O)c2ccnn2C)cc1	1.6
COC(=O)c1c(NC(=O)c2ccco2)sc(C(=O)Nc2ccc(F)cc2)c1C	-2.4
CCCN(CCC)S(=O)(=O)c1cccc(C(=O)N=c2sccn2C)c1	-2.5
NC(=O)C1(Nc2ccc(-c3ccc(Br)cc3)cc2)CCCC1	2.6
Cc1cc(NC(=O)CCCC(=O)Nc2ccc(F)cc2)no1	1.1
Cn1c(SCC(=O)NC2CCCCC2)nnc1-c1ccc(N)cc1	2.3
O=C(Nc1nc2ccc(Cl)cc2s1)[C@@H]1CCCN1C(=O)c1cccs1	-1.1
C(=NN1CCCCCC1)c1ccc2c(c1)OCO2	0.9
COC(=O)[C@]1(C)N[C@H](c2ccc(-c3ccc(F)cc3)cc2)[C@@H]2C(=O)N(C)C(=O)[C@@H]21	0.1
COc1ccc(C2C(C(C)=O)=C(O)C(=O)N2c2nc3ccccc3s2)cc1OC (stereo not given)	1.2
Cc1nn(Cc2ccc(F)cc2)c(C)c1NC(=O)c1cccnc1Cl	0.5
COc1ccc(N2CCN(c3ncnc4nc[nH]c34)CC2)cc1	-0.2
SMILES	TTR transcr act
CCOCCCNCc1c(Cl)cccc1Cl	1.9
O=C(O)C1CCN(S(=O)(=O)c2ccc(Cl)s2)CC1	3.1
CCc1cc2c(SCC(=O)C(C#N)=C3N(C)c4ccccc4N3C)ncnc2s1	9.9*
Cc1ccc(S(=O)(=O)/C(=C\N(C)C)c2cnc(Cl)s2)cc1	1.3
COc1ccc(CN2CN(c3ccc(Cl)cc3)C(=O)N(n3cnnc3)C2)cc1	-0.8
O[C@H]1C[C@H](c2ccccc2)N(Cc2cccs2)C[C@@H]1n1cc(C2CC2)nn1	-1.4
Cc1cc(-c2[nH]nc3c2C(c2ccc(Cl)cc2)C(C#N)=C(N)O3)c(C)s1 (stereo not given)	2.3
CCOc1ccccc1NS(=O)(=O)c1ccc2c(c1)n(C)c(=O)c(=O)n2C	1.0
O=c1cc(O)c2ccccc2n1Cc1ccccc1	0.7
CCCN1C(=O)C(O)(c2c(C)[nH]c3ccccc23)c2ccccc21 (stereo not given)	2.5
Cc1ccccc1CNC(=O)c1cc(COc2ccc(F)cc2F)on1	-0.7
CCCCC(=O)Nc1c(O)c2ccccc2[nH]c1=O	5.3
COc1ccc(-c2nc3c(c4nnc(SC(C)C(=O)Nc5ccc(C)cc5)n24)COC(C)(C)C3)cc1 (stereo not given)	1.1
O=C1C2=C(SCCS2)C(=O)N1CCCO	0.1
CCCOc1c(OC)cccc1C1CC(=O)Nc2cc3c(cc21)OCO3 (stereo not given)	-5.2
COc1ccc(NC(=O)Cn2nnc(C(=O)Nc3ccccc3C)c2N)cc1	-0.2
O=c1[nH]c(SCc2ccccc2)nc2c1cnn2-c1ccc(F)cc1	-1.7
O=C(Cn1c(CO)nc2ccccc21)NCCc1ccccc1	1.6
O=C(O)C1Nc2ccc(C(F)(F)F)cc2C2OCCC12 (stereo not given)	1.7
COCOCCn1cc(CN2CCS(=O)(=O)N(Cc3ccc(-c4ccccc4)cc3)C(CC(C)C)C2=O)nn1 (stereo not given)	-1.6
Cc1[nH]n(-c2ccccc2)c(=O)c1N=Nc1nccs1	-1.1
CC1CCN(CCCNC(=O)c2cc3c(Cl)nc4ccccc4c3s2)CC1	-0.4
CC(=O)N1CCN(Cc2cc(=O)oc3ccc4ccccc4c23)CC1	5.8
CCCc1cc(C(=O)Nc2cccc(-c3nn[nH]n3)c2)sc1C	-1.5
COc1ccccc1/C=C/C(=O)c1cc(Br)ccc1OC(=O)c1ccco1	-2.4

Five entries picked at random from the list so far, as already listed:
SMILES	TTR transcr act
Cc1ccc(S(=O)(=O)/C(=C\N(C)C)c2cnc(Cl)s2)cc1	1.3
CCc1cc2c(SCC(=O)C(C#N)=C3N(C)c4ccccc4N3C)ncnc2s1	9.9*
CCCc1cc(C(=O)Nc2cccc(-c3nn[nH]n3)c2)sc1C	-1.5
CCCN1C(=O)C(O)(c2c(C)[nH]c3ccccc23)c2ccccc21 (stereo not given)	2.5
O=C(Cn1c(CO)nc2ccccc21)NCCc1ccccc1	1.6

Next section
SMILES	TTR transcr act
Cc1ccc(C(=O)c2ccccc2C(=O)OCC(=O)N2CC(C)CC(C)C2)cc1 (stereo not given)	-1.8
O=C(NCCO)c1ccc2c3n(nc2c1)-c1ccccc1CO3	-0.4
COC(=O)C(NC(C)=O)(Nc1ccc(Br)cn1)C(F)(F)F (stereo not given)	0.0
COc1ccccc1OCCC(=O)N1CCN(c2ccccc2OC)CC1	-0.9
CCN(CC(=O)NCc1ccc(Cl)cc1)C(=O)c1cccc(S(=O)(=O)Nc2ccc(OC)cc2)c1	-0.4
Cc1cc(C)n2nc(-c3ccc(F)cc3)nc2n1	3.6
CCOC(=O)/C(C#N)=C/Nc1ccccc1OC	-1.5
CCOC(=O)c1nnn(-c2nonc2N)c1-c1ccc(Cl)cc1	4.5
O=C(Nc1ccc(Cl)c(S(=O)(=O)Nc2ccccc2Cl)c1)c1cccs1	-0.3
COc1ccc(CN2C(=O)CCC2(C)c2nnnn2Cc2ccccc2)cc1 (stereo not given)	0.7
CCN(CC)S(=O)(=O)c1ccc(N2CCOCC2)c(NC(=O)c2ccc(N3CCCC3=O)cc2)c1	-2.1
C/C(=N\NC(=O)c1cccnc1)c1ccc(-c2ccccc2)cc1	0.5
C=CCn1c(N(C)C)nc2c1c(=O)[nH]c(=O)n2C	0.0
Cc1cc(CNC(=O)[C@H]2C[C@@H]2[C@H](NP(=O)(c2ccccc2)c2ccccc2)c2ccccc2)nn1C	3.6
Cc1ccccc1CN(c1ccc(C(=O)N2CCc3ccccc3C2)cc1)S(C)(=O)=O	-2.8
CCN1CCN(C2CCCCC2NS(=O)(=O)c2ccccc2)CC1 (stereo not given)	1.7
O=C(Cn1c(=O)oc2ccccc21)Nc1nnc(N2CCCCCC2)s1	-0.3
CC(C)(C#CC(O)(c1ccccc1)c1ccccc1)N1CCCC1	1.0
COC(=O)CN1C(c2cccc(Cl)c2)=Nc2ccc(Cl)cc2C1c1ccccc1 (stereo not given)	0.0
CC1(C)C[C@@H]2C[C@@](C)(CN2C(=O)c2ccccc2)C1	1.0
CCOc1ccc(CONS(=O)(=O)c2ccc(NC(C)=O)cc2)cc1Cl	-0.4
O=C(O)C1CCCCC1C(=O)Nc1ccccc1Cl (stereo not given)	-0.1
Cc1noc(C)c1C(=O)OCC(=O)c1cc(C)n(Cc2ccccc2Cl)c1C	-3.8
Cc1ccc(S(=O)(=O)Nc2ccc3ncccc3c2)cc1	-0.8
Cc1ccnc(NS(=O)(=O)c2ccc(NC(=O)c3snnc3C)cc2)n1	-0.6

A run of entries from further up:
SMILES	TTR transcr act
O=C1C2=C(SCCS2)C(=O)N1CCCO	0.1
CCCOc1c(OC)cccc1C1CC(=O)Nc2cc3c(cc21)OCO3 (stereo not given)	-5.2
COc1ccc(NC(=O)Cn2nnc(C(=O)Nc3ccccc3C)c2N)cc1	-0.2
O=c1[nH]c(SCc2ccccc2)nc2c1cnn2-c1ccc(F)cc1	-1.7

A portion of the library (hit frequency here may not be typical).
